# 15-hLO-2 inh = inhibitors of human 15-lipoxygenase 2 (ALOX15B); O15296; purified 15hLO-2, xylenol orange hydroperoxide absorbance; Potency, µM (series often up to 57.1 µM), without a hit: at the highest dose activity change, negative = inhibition, most hits filed as inhibitors; hit rate 0.56% among 110,000; AID 881; note: potency is the fitted concentration of half-maximal effect; nearly all actives have a fitted effect of over 60% in size; many of its hits are not listed in these tables
# Target sequence (O15296 whole entry, looked up): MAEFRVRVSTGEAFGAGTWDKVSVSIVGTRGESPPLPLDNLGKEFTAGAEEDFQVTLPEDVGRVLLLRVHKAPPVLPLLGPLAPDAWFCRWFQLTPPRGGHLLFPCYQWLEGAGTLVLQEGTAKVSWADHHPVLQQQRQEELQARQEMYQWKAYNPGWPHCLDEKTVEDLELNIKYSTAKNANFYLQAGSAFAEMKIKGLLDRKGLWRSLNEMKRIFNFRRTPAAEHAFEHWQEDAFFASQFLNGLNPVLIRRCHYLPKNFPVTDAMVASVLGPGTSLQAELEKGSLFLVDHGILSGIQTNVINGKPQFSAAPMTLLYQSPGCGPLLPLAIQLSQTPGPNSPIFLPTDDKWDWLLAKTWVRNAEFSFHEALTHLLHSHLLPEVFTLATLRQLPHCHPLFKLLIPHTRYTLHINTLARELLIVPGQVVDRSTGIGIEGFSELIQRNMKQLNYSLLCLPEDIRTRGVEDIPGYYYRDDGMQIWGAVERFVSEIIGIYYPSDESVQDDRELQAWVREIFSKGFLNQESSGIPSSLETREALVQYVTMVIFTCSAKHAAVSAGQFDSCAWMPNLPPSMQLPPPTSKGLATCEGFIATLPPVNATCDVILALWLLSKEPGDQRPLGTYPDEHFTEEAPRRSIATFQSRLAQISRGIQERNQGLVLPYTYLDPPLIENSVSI
#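 Purified human 15hLO-2 (50 nM final) preincubated with compounds 15 min at room temperature in 25 mM Hepes pH 7.5, 0.01% Triton X-100, then 45 uM arachidonic acid added for 90 min; hydroperoxide detected via ferrous/xylenol orange, 573/405 nm absorbance ratio.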
# IMPase inh = IMPase inhibition in cells; 120,000 tested, under 10 active; inhibition (IP1 accumulation), % at 46.1 µM; AID 901; CHO-M1 cells, IP1 accumulation, HTRF TR-FRET ratio; active = well fitted curve in the direction sought with a large enough effect in the signal ratio, not every such curve was filed as active; inconclusive = small, poorly fitted or top-dose-only effect, or a change in a side signal; inactive = no such curve, though single readings can be large or run the other way; the % refers to the signal ratio;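 note: cells stimulated with carbachol in lithium chloride buffer; plate controls were DMSO basal wells for no effect and reference inhibitor wells for full effect; higher means more IMPase inhibition seen as more IP1 and lower FRET ratio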
# Target sequence (P97697 whole entry, looked up): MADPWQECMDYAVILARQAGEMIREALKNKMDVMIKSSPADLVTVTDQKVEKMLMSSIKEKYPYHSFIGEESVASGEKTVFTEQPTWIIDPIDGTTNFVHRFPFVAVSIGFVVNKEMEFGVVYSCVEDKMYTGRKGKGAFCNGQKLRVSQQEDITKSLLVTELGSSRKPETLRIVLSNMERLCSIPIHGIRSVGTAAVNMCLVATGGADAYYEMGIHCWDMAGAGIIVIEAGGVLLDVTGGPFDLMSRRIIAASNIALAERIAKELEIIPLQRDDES
#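 Carbachol-driven Gq signalling in CHO-M1 cells (2000/well) generates IP1. Compounds that block IMPase raise IP1 and so reduce the FRET signal from Eu-anti-IP1 and d2-IP1 after a 10 min room-temperature lysis.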
# PNC inhibitor = blocks assembly of the perinucleolar compartment; hit rate 3.1% among 140,000; activity change (PNC), negative = inhibition, % at 10 µM; PC3M PTB-GFP, PNC prevalence imaging, 16 h; stronger effect = lower value;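 active = readout at or below -70, meaning at least 70% loss of cells showing the perinucleolar compartment, a nuclear body marking cancer cells; inconclusive = readout between -30 and a set limit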;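 note: plate controls were DMSO wells for no effect and camptothecin positive control wells for full effect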
#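 Compounds are pinned in duplicate onto adhered PC3M cells stably expressing GFP-tagged PTB and incubated 16 h at 37 C. Cells are then fixed, nuclei stained with Hoechst, and PNC-positive cells counted.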
# ALOX12 inhib = inhibitors of human 12-lipoxygenase (ALOX12); hit rate 0.12% among 150,000; P18054; Potency, µM (doses to about 57.1 µM), without a hit: at the highest dose activity change, negative = inhibition, most hits filed as inhibitors; purified 12-hLO, xylenol orange hydroperoxide absorbance; note: potency is the fitted concentration of half-maximal effect; nearly all actives have a fitted effect of over 55% in size; many of its hits are not listed in these tables
#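 Hydroperoxide formation by human 12-lipoxygenase from 40 uM arachidonic acid was followed colorimetrically via ferric-xylenol orange complex, using the 573/405 nm absorbance ratio. Enzyme concentration was 150 nM, with 30 min reaction at room temperature.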
# Active calls of the source: *; ? = inconclusive; . = not tested or not shown; [ ] = remark or other dose. Unless noted, calls come from the whole dose curve; as a rule, active = well fitted curve in the direction sought with a large enough effect; inconclusive = small, poorly fitted or top-dose-only effect, or another doubt; inactive = no such curve, though single readings can be large; an effect the other way counts as inactive or inconclusive. Unless noted, % is set by controls: 0 for no effect and ±100 for the full control effect.
SMILES,15-hLO-2 inh,IMPase inh,PNC inhibitor,ALOX12 inhib
COc1nnc(-c2ccccc2)s1,.,.,?,1%
CN1CCN(S(=O)(=O)c2cccc(C(=O)Nc3sc4c(c3-c3nc5ccccc5[nH]3)CCCC4)c2)CC1,.,.,32,-3%
O=S1(=O)CCC(NC(=S)N2CCOCC2)C1 (stereo not drawn),.,.,-102*,-2%
CCOc1ccc(S(=O)(=O)n2nnc3ccccc32)cc1C,7%,1,-3,-2%
C/C(=N\NC(=O)Cc1ccc(F)cc1)c1ccc(F)cc1,.,.,?,1%
CCOc1ccc2[nH]c(=O)c(CN(C(=O)N3CCOCC3)C3CC3)cc2c1,-1%,3,-4,-10%
CCc1cc(Br)ccc1NC(=O)C1CCCO1 (stereo not drawn),4%,-11,25,-2%
O=C(Nc1ccc(Cl)c(Cl)c1)Nc1cc(S(=O)(=O)N2CCOCC2)ccc1N1CCCC1,.,.,9,-7%
N=C(N)SCc1cn2ccccc2n1,.,.,66,-3%
CCC(O)CNc1nc(-n2nc(C)cc2C)nc2sc3c(c12)CCCC3 (stereo not drawn),25%,1,4,-2%
NC(=O)c1ccccc1NC(=O)CN1CCOCC1,-1%,1,?,1%
Cc1ccc(N=Nc2c(=O)[nH]n3c(C)cc(C)nc23)cc1,-24%,2,43,-8%
COc1cccc(/C=N/NC(=O)C(=O)Nc2ccccc2OC(F)(F)C(F)F)c1O,.,.,-12,-10%
CC1CCN(C(C)C(=O)Nc2ccccc2-c2ccccc2)CC1 (stereo not drawn),-3%,1,69,-5%
COc1ccc2cc(C(=O)OC(C)C)sc(=O)c2c1OC,.,5,4,5%
COc1ccc(C2(C(=O)N3CCCC3)CCOCC2)cc1OC,6%,8,?,-4%
CS(=O)(=O)N1CCC[C@@]2(CCN(c3ccncc3)C2)C1,-1%,.,.,-1%
O=C(N/C(=C\c1ccc([N+](=O)[O-])cc1)C(=O)N1CCCCC1)c1ccccc1Br,.,.,11,3%
CCOC(=O)CC(C(=O)OCC)P(=O)(c1ccccc1)c1ccccc1 (stereo not drawn),10%,3,-23,-4%
Cc1ccsc1C(=O)OCC(=O)Nc1c(C)n(C)n(-c2ccccc2)c1=O,.,-7,-14,-2%
Cc1[nH]c2ccccc2c1C(=O)C(=O)N1CC=C(c2ccccc2)CC1,.,16,?,6%
COC(=O)c1sc(NC(=O)C2c3ccccc3Oc3ccccc32)c(C(=O)OC)c1C,.,?,-20,-5%
Cc1ccc(SCCNC(=O)/C=C/c2ccc(Cl)cc2)cc1,.,.,-24,-5%
N#CC1(O)CCCCC1,-12%,.,.,1%
O=C1CCCN1CCC1CCN(C(=O)Nc2ccccc2)CC1,-6%,4,?,-6%
CCOC(=O)C(CCc1ccccc1)NC(C)C(=O)N1CCCC1C(=O)O (stereo not drawn),-9%,.,.,-4%
COc1cc(-c2nc3ccc4ccccc4c3c3c2CCC3)cc(OC)c1O,.,0,5,-5%
O=C(CC1S/C(=N/N=C/c2cccs2)NC1=O)Nc1ccc(Cl)c(Cl)c1 (stereo not drawn),.,6,-11,3%
CCOC(=O)C1CCN(C(=O)c2ccccc2NS(=O)(=O)c2ccc(F)cc2)CC1,.,.,?,-1%
N#CC(C#N)=C1C=CC=CN1/C(=C\c1ccco1)C(=O)c1ccc(Br)cc1,.,20,1,-24%
O=C(Cn1cnc2c(cnn2-c2ccccc2)c1=O)Nc1cc(S(=O)(=O)N2CCOCC2)ccc1Cl,.,.,?,-2%
Cc1ccc(C)c(N2CCN(C(=O)c3csc4ccccc34)CC2)c1,.,-9,?,-3%
C/C(CC(=O)Nc1cccc2c1CCCC2)=N\NC(=O)c1cccc2ccccc12,.,.,30,2%
O=C(CSc1ncnc2c1cnn2-c1ccccc1)Nc1ccc2c(c1)OCO2,-7%,6,?,0%
O=C1c2ccccc2C(=O)N1Cc1cc(-c2ccccc2Cl)no1,0%,1,52,-7%
COc1ccc(NC(=O)c2csc3c2CCCC3)cc1,6%,0,6,2%
O=C(COc1ccc(Cl)cc1)NCc1nnc(SCC(=O)N2CCCCC2)o1,0%,-1,-19,8%
CN1CCN(CCCNC(=O)c2cc3c(-c4ccc(Cl)cc4)nn(C)c3s2)CC1,24%,3,12,2%
O=C(NC1CCCCC1)C(c1ccco1)N(Cc1cccs1)C(=O)Cn1nnc2ccccc21 (stereo not drawn),-7%,14,?,6%
C[N+](C)(C)CCN[N@@+]1(C)CCCc2ccccc21,-20%[11.4 µM],.,.,4%[11.4 µM]
CN1CCN(C(=O)/C=C/c2ccc([N+](=O)[O-])cc2)CC1,.,.,?,-1%
COc1cc(NCc2ccc3nc(N)nc(N)c3c2C)cc(OC)c1OC,10%[0.0915 µM],.,.,-6%[0.00818 µM]
Cc1nnc(N2C(=O)c3cccc4cccc(c34)C2=O)s1,3%,3,-111*,5%
Cc1c(=O)n(OCc2ccccn2)c2ccccc2[n+]1[O-],2%,1,1,6%
NC(=O)CN1C(=O)C2C3C=CC(C3)C2C1=O (stereo not drawn),0%,-7,-16,4%
CCC(NC(=O)c1ccccc1NC(=O)c1ccco1)C(=O)NC1CCCCC1 (stereo not drawn),-3%,4,?,-1%
O=C(O)CCc1ccc(-c2ccc(F)cc2)n1NC(=O)c1ccco1,-6%,4,?,-7%
CCn1c(-c2ccc3[nH]c(C)c(C)c3c2)n[nH]c1=S,-24%,9,-9,-14%
CC(=O)C1C(=O)CC(C)(O)C(C(C)=O)C1c1ccc(N(C)C)cc1 (stereo not drawn),1%,-8,?,-11%
C[C@H](O)CO[C@H]1[C@H]2O[C@H]3[C@H](O)[C@@H](O)[C@@H](O[C@H]4[C@H](O)[C@@H](O)[C@@H](O[C@H]5[C@H](O)[C@@H](O)[C@@H](O[C@H]6[C@H](O)[C@@H](OC[C@H](C)O)[C@@H](O[C@H]7[C@H](O)[C@@H](OC[C@H](C)O)[C@@H](O[C@H]8[C@H](O)[C@@H](O)[C@@H](O[C@@H]([C@@H]1O)[C@@H](CO)O2)O[C@@H]8CO)O[C@@H]7CO)O[C@@H]6CO)O[C@@H]5CO)O[C@@H]4CO)O[C@@H]3CO,0%,0,.,-3%

# Other records follow.
SMILES,15-hLO-2 inh,IMPase inh,PNC inhibitor,ALOX12 inhib
CCc1ccc(OCC(=O)N(C)CCC#N)c(Br)c1,-3%,0,-91*,4%
COc1cccc(C2CC(c3cccs3)Nc3ncnn32)c1 (stereo not drawn),41%[activator],3,31,-1%
Cc1nn(Cc2c(Cl)cccc2Cl)c(C)c1N,.,-5,37,3%
COc1ccc(-c2noc(COc3ccc(C)c(C)c3)n2)cc1OC,8%,4,0,-6%
COC(=O)c1ccc(CSc2n[nH]c(C)n2)o1,.,.,-26,2%
Cc1cc(C(=O)CN2C(=O)NC(c3ccccc3)(c3ccccc3)C2=O)c(C)n1Cc1ccccc1,-3%,-5,46,-2%
COc1ccc(OC)c(NC2c3ccccc3C(=O)N2Cc2ccc3c(c2)OCO3)c1 (stereo not drawn),-26%,7,-1,-14%
CCOC(=O)C1C(C(=O)OC)=C(CC(C)C)c2ccccc2N1S(=O)(=O)C(F)(F)F (stereo not drawn),-2%[0.0915 µM],.,.,0%[0.00818 µM]
CC1(C)CC(=O)C(N=Nc2ccc3ncsc3c2)=C(O)C1,?,?,-3,-13%
CC(=O)N(Cc1cc(=O)[nH]c2ccccc12)c1ccccc1,-6%,1,24,-8%
CCCNc1nc(C)nc2c1cnn2CCc1ccccc1,15%,2,19,-10%
CCOc1ccc(NC(=O)CN(c2ccc(OC)cc2)S(C)(=O)=O)cc1,-6%,-9,?,0%
CCCc1nc2ccccc2c(=O)n1/N=C/c1ccc(O)cc1,6%,2,-6,-4%
COc1ccccc1CC(=O)Nc1ccc(OC)c(OC)c1,3%,-1,22,1%
O=C1c2ccccc2C(=O)N1CCCCN(C(=O)c1cc2ccccc2oc1=O)c1ccc(F)cc1F,.,.,55,1%
O=C(CSc1nnnn1C1CCCC1)NCc1ccccc1,1%,7,39,5%
O=Cc1cn(-c2ccccc2)nc1-c1cc2ccccc2oc1=O,-14%,-2,33,-7%
O=C(Cn1cnc2scc(-c3ccccc3)c2c1=O)N1CCOCC1,5%,12,11,-4%

# Compounds above containing an aryl methoxy group:
SMILES,15-hLO-2 inh,IMPase inh,PNC inhibitor,ALOX12 inhib
COc1nnc(-c2ccccc2)s1,.,.,?,1%
COc1cccc(/C=N/NC(=O)C(=O)Nc2ccccc2OC(F)(F)C(F)F)c1O,.,.,-12,-10%
COc1ccc2cc(C(=O)OC(C)C)sc(=O)c2c1OC,.,5,4,5%
COc1ccc(C2(C(=O)N3CCCC3)CCOCC2)cc1OC,6%,8,?,-4%
COc1cc(-c2nc3ccc4ccccc4c3c3c2CCC3)cc(OC)c1O,.,0,5,-5%
COc1ccc(NC(=O)c2csc3c2CCCC3)cc1,6%,0,6,2%
COc1cc(NCc2ccc3nc(N)nc(N)c3c2C)cc(OC)c1OC,10%[0.0915 µM],.,.,-6%[0.00818 µM]
COc1cccc(C2CC(c3cccs3)Nc3ncnn32)c1 (stereo not drawn),41%[activator],3,31,-1%
COc1ccc(-c2noc(COc3ccc(C)c(C)c3)n2)cc1OC,8%,4,0,-6%
COc1ccc(OC)c(NC2c3ccccc3C(=O)N2Cc2ccc3c(c2)OCO3)c1 (stereo not drawn),-26%,7,-1,-14%
CCOc1ccc(NC(=O)CN(c2ccc(OC)cc2)S(C)(=O)=O)cc1,-6%,-9,?,0%
COc1ccccc1CC(=O)Nc1ccc(OC)c(OC)c1,3%,-1,22,1%

# Complete entries, looked up by structure. Order of values: 15-hLO-2 inh, IMPase inh, PNC inhibitor, ALOX12 inhib
# O=Cc1cn(-c2ccccc2)nc1-c1cc2ccccc2oc1=O reads -14%, -2, 33, -7%
# O=C(CSc1nnnn1C1CCCC1)NCc1ccccc1 reads 1%, 7, 39, 5%

# Screening data as filed in PubChem.

# Only part of the results is shown; count on the stated rates, not on these rows.
